Screens (PubChem)
TRPV1 agonist = HTS Assay for Compounds that Act as Agonists of the Vanilloid Receptor 1; Transient receptor potential cation channel subfamily V member 1 (Homo sapiens), Q8NER1; TRPV1-expressing cells, Fluo-8 calcium influx, agonist mode; activation, % at 8.33 µM; 320,000 compounds, 0.19% hits; AID 540275, 2011; in the data active = activation above about 80%; inconclusive = between about 30% and that limit; also: 0% is about no effect
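Fluo-8 calcium influx in TRPV1-expressing cells, kinetic read (ex 480/em 520 nm). Compound added and read 3 min for agonist activity, followed by capsaicin at EC20 final and 2 min further read for enhancement.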
FLuc counter = qHTS profiling assay for firefly luciferase inhibitor/activator using purifed enzyme and Km concentrations of substrates (counterscreen for miR-21 project); Luciferin 4-monooxygenase (Photinus pyralis), P08659; purified FLuc, Km substrates, luminescence inhibition; Potency, µM (highest dose often 57.5 µM), inactives show at the top dose activity change, negative = inhibition, hits mostly inhibitors; 360,000 compounds, 6.9% hits; AID 588342, 2011;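 also: potency is read from the fitted curve at half-maximal effect; plate controls were vehicle for no effect and reference inhibitor for full effect; nearly all actives have a fitted effect of over 55% in size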
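Purified P. pyralis luciferase (10nM final) with 10uM D-luciferin and 10uM ATP (Km levels) in 50mM Tris acetate pH 7.5, 10mM Mg acetate, 0.01% Tween-20, 0.05% BSA; qHTS 6-point titration, ~60 µM downward; luminescence read.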
BRCA1 expr up = qHTS Assay to Identify Small Molecule Activators of BRCA1 Expression; Potency, µM (top dose mostly 46.1 µM), without a hit: at the top dose activation, actives largely listed as activators; 380,000 compounds, 1.1% hits; MCF7-BRCA1-FFLuc reporter, luminescence, 48 h; response scale: scaled: vehicle 0%, 10 µM genistein 100%; also: potency is read from the fitted curve at half-maximal effect; nearly all actives have a fitted effect of over 80% in size; some results filed as inactive show a strong effect at the top dose
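Using MCF7 cells harboring a BRCA1 firefly luciferase reporter, plated 2 h before compound pinning, the screen measured luminescence after 48 h incubation. Responses were normalized to DMSO and 10 microM genistein, then fitted for concentration-effect.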
ELG1 genotoxic = qHTS screen for small molecules that induce genotoxicity in human embryonic kidney (HEK293T) cells expressing luciferase-tagged ELG1; HEK293T ELG1-luciferase reporter, luminescence, 16 h; Potency, µM (highest dose often 46 µM), for the others: top-dose activity change, positive = activation, most hits filed as activators; 330,000 compounds, 1.3% hits; also: potency is read from the fitted curve at half-maximal effect; % of control where 0% means no effect; nearly all actives have a fitted effect of over 60% in size
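16 hr compound incubation (37 °C, 5% CO2) of HEK293T cells carrying luciferase-tagged ELG1; luciferase then measured by ONE-Glo luminescence after 30 min at RT.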
p53 reactivator = qHTS assay for re-activators of p53 using a Luc reporter; 320,000 compounds, 0.063% hits; Potency, µM (highest dose often 92.2 µM), for inactives: top-dose activity change, positive = activation, hits mostly activators; H1299 p53-A138V BP100-luciferase reporter, luminescence, 24 h; also: potency is read from the fitted curve at half-maximal effect; % of control where 0% means no effect; nearly all actives have a fitted effect of over 45% in size
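H1299 (p53-null), stable ts p53-A138V + BP100-Luc; 1000 cells/well, Opti-MEM/10% FBS; cpd 4 pt, 1:5; 24 h, 37 deg C, 5% CO2; detection reagent 10 min RT; luminescence.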
Gal4-VP16 FLuc = VP16 counterscreen qHTS for inhibitors of ROR gamma transcriptional activity; 310,000 compounds, 3.5% hits; Drosophila S2 Gal4-VP16 UAS-luciferase, luminescence, 20 h; Potency, µM (highest dose often 53.6 µM), inactives show top-dose activity, negative = inhibition, usual class: inhibitors;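 also: Gal4-VP16 expression switched on by copper sulfate through the metallothionein promoter; potency is read from the fitted curve at half-maximal effect; % is scaled to controls: 0 for no effect and ±100 for the full control effect; nearly all actives have a fitted effect of over 50% in size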
Rab9 promoter act = qHTS Assay for Rab9 Promoter Activators; Huh7 Rab9 promoter-luciferase reporter, luminescence, 24 h; Potency, µM (top dose mostly 9.22 µM), for inactives: at the highest dose activation, negative = inhibition, actives largely listed as activators; AID 485297, 2010; 320,000 compounds, 2.8% hits; also: potency is read from the fitted curve at half-maximal effect; % of control where 0% means no effect; nearly all actives have a fitted effect of over 60% in size
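Luminescence read-out: Huh7 cells stably expressing Rab9-luciferase, treated 24 h with compound at 37 °C, then lysed with luciferase reagent for 10 min at ambient before reading.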
RORg inh = qHTS for inhibitors of ROR gamma transcriptional activity; Nuclear receptor ROR-gamma (Mus musculus), P51450; Drosophila S2 Gal4-RORgamma UAS-luciferase reporter, 20 h; Potency, µM (titrated, usually from 53.6 µM), inactives show at the top dose activity change, negative = inhibition, usual class: inhibitors; 310,000 compounds, 5.4% hits; also: potency is read from the fitted curve at half-maximal effect; % is scaled to controls: 0 for no effect and ±100 for the full control effect; nearly all actives have a fitted effect of over 60% in size
Target sequence (P51450 whole entry, looked up, the tested form may be a part): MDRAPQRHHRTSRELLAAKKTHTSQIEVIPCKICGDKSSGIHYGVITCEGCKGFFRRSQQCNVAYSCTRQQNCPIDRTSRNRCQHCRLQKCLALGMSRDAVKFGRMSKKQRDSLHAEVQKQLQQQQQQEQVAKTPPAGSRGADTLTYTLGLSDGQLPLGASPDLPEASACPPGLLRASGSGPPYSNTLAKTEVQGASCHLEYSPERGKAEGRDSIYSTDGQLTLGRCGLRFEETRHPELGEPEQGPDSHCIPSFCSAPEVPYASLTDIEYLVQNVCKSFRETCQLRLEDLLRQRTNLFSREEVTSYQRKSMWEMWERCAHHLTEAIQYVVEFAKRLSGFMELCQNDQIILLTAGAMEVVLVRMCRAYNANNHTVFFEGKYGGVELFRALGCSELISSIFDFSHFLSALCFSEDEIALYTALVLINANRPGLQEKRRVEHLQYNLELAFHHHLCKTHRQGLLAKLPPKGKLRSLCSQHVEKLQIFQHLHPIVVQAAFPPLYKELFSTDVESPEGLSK
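Drosophila Schneider cells stably carrying a metallothionein-driven Gal4 DBD–ROR gamma fusion and a UAS-Photinus luciferase reporter were exposed to compound for 1 hr, then induced with copper sulfate (700 uM final) for 20 hr at ambient temperature before luminescence reading.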
NPC1 promoter act = qHTS Assay for NPC1 Promoter Activators; 320,000 compounds, 2.4% hits; AID 485313, 2010; Potency, µM (highest dose often 9.22 µM), inactives show top-dose activation, usual class: activators; Huh7 NPC1 promoter luciferase reporter, 24 h;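 also: potency is read from the fitted curve at half-maximal effect; % of control where 0% means no effect; nearly all actives have a fitted effect of over 60% in size; reporter is driven by a mutant NPC1 promoter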
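Huh7 cells stably carrying NPC1 promoter–luciferase, plated in Opti-MEM with 10% FBS for 2 h, were exposed to compound in DMSO for 24 h at 37 °C; luciferase reagent was added for 10 min and luminescence read.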
ELG1 repair inh = qHTS screen for small molecules that inhibit ELG1-dependent DNA repair in human embryonic kidney (HEK293T) cells expressing luciferase-tagged ELG1; HEK293T ELG1-luciferase reporter, luminescence, 16 h; DNA damage induced by 5-fluorouridine; Potency, µM (top dose mostly 46.1 µM), for the others: at the top dose activity change, negative = inhibition, actives largely listed as inhibitors; 330,000 compounds, 2.3% hits; also: potency is read from the fitted curve at half-maximal effect; % is scaled to controls: 0 for no effect and ±100 for the full control effect; nearly all actives have a fitted effect of over 55% in size
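Reporter activity after DNA damage by 5-fluorouridine is monitored. Compound-treated cells incubate 16 hr at 37 °C, then ONE-Glo is added for 30 min before luminescence reading.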
Tb PFK block = qHTS Assay to Find Inhibitors of T. brucei phosphofructokinase. ATP-dependent 6-phosphofructokinase (Trypanosoma brucei brucei), O15648. T. brucei PFK, ADP-Glo luminescence. Potency, µM (doses to about 57.5 µM), without a hit: at the top dose activity, negative = inhibition, usual class: inhibitors. 330,000 compounds, 0.17% hits;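 also: potency is read from the fitted curve at half-maximal effect; 0% = uninhibited 1x PFK enzyme wells and -100% = no-enzyme wells; nearly all actives have a fitted effect of over 60% in size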
Target sequence (O15648 whole entry, looked up): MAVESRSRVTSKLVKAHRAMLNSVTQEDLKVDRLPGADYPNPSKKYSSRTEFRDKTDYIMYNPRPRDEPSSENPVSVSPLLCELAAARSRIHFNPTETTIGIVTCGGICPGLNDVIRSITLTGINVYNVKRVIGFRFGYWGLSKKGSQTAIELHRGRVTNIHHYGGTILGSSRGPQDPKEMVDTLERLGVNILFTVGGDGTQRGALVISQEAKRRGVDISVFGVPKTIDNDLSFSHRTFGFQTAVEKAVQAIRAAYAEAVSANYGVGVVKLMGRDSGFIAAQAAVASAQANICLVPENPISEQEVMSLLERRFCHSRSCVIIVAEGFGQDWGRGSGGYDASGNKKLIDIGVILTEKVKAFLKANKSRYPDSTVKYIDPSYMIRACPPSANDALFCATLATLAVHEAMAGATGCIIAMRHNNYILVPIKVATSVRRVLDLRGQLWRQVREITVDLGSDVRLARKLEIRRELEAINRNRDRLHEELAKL
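Compounds were pin-transferred as a titration series up to 57 uM into substrate buffer (0.5 mM F6P, 0.1 mM ATP, pH 8.0), then 1.25 nM PFK was added and reactions ran 45 min before ADP-Glo detection.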
* marks the source's active call; other numbers are inactive results; & = joins results of further samples; [ ] = dose if it differs, or a comment. Unless noted, calls follow the shape of the dose curve; as a rule, active = well fitted curve in the direction sought with a large enough effect; inconclusive = small, poorly fitted or top-dose-only effect, or another doubt; inactive = no such curve, though single readings can be large; an effect the other way counts as inactive or inconclusive. Rows are unselected; about 15% have a hit in one of these screens.

Clc1nc(CN2CCCCC2)nc2sc3c(c12)CCC3 was read as TRPV1 agonist 3, FLuc counter inconclusive, BRCA1 expr up -31%, ELG1 genotoxic 4%, p53 reactivator inconclusive, Gal4-VP16 FLuc inconclusive, Rab9 promoter act 0%, RORg inh -26%, NPC1 promoter act -5%, ELG1 repair inh 12% and Tb PFK block -4%.
COc1ccc2[nH]c3c(N4CC(C)OC(C)C4)ncnc3c2c1 (centres undefined) was read as TRPV1 agonist 19, FLuc counter -16%, BRCA1 expr up -41%, ELG1 genotoxic -2%, p53 reactivator -2%, Gal4-VP16 FLuc -1%, Rab9 promoter act -7%, RORg inh 20%, NPC1 promoter act -3%, ELG1 repair inh inconclusive and Tb PFK block 2%.
COc1ccc(C(=S)Nc2ccccc2)cc1 was read as TRPV1 agonist 28, FLuc counter 13µM*, BRCA1 expr up 78%, ELG1 genotoxic 15%, p53 reactivator inconclusive, Gal4-VP16 FLuc -11%, Rab9 promoter act inconclusive, RORg inh inconclusive, NPC1 promoter act inconclusive, ELG1 repair inh inconclusive and Tb PFK block 0%.
COc1ccccc1N1CCN(C(=O)c2noc(C)c2[N+](=O)[O-])CC1 was read as TRPV1 agonist 5, FLuc counter -1%, BRCA1 expr up 5%, ELG1 genotoxic -4%, p53 reactivator 7%, Gal4-VP16 FLuc 5%, Rab9 promoter act 1%, RORg inh -4%, NPC1 promoter act -3%, ELG1 repair inh -8% and Tb PFK block 4%.
`COc1ccccc1NC(=O)COC(=O)Cc1ccc(S(=O)(=O)N2CCCCC2)s1` gave TRPV1 agonist -1, FLuc counter 1%, BRCA1 expr up 0%, ELG1 genotoxic 19%, p53 reactivator -2%, Gal4-VP16 FLuc 1%[10 µM], Rab9 promoter act -2%, RORg inh 28%, NPC1 promoter act -1%, ELG1 repair inh 2% and Tb PFK block 0%.
Screening O=S(=O)(Nc1nc2ccccc2nc1Cl)c1ccc2ccccc2c1 returned TRPV1 agonist -5, FLuc counter inconclusive, BRCA1 expr up -35%, ELG1 genotoxic -11%, p53 reactivator -3%, Gal4-VP16 FLuc -20%, Rab9 promoter act -8%, RORg inh inconclusive, NPC1 promoter act 0%, ELG1 repair inh -19% and Tb PFK block -2%.
`CC(C(=O)c1ccccc1)[n+]1cccc(C(N)=O)c1` (centres undefined) gave FLuc counter -1%, BRCA1 expr up 13%, ELG1 genotoxic 1%, p53 reactivator 10%, Gal4-VP16 FLuc 11%, Rab9 promoter act 0%, RORg inh 5%, NPC1 promoter act 2%, ELG1 repair inh 15% and Tb PFK block 0%.
CC(Oc1cccc(Cl)c1)C(=O)Nc1ccc(N2CCOCC2)cc1N1CCOCC1 (centres undefined) was read as TRPV1 agonist inconclusive, FLuc counter 2%, BRCA1 expr up -25%, ELG1 genotoxic -4%, p53 reactivator 0%, Rab9 promoter act 3%, NPC1 promoter act 3%, ELG1 repair inh inconclusive and Tb PFK block 0%.
Screening CCCCn1c(N)c(N(CC(C)C)C(=O)c2ccc(S(=O)(=O)N3CCCCCC3)cc2)c(=O)[nH]c1=O returned TRPV1 agonist -1, FLuc counter -1%, BRCA1 expr up -17%, ELG1 genotoxic 3%, p53 reactivator 3%, Rab9 promoter act -3%, NPC1 promoter act -7%, ELG1 repair inh inconclusive and Tb PFK block -2%.
Screening CCc1c(C)nc(N)n2c(SCC(=O)N3CCCc4ccccc43)nnc12 returned TRPV1 agonist 0, FLuc counter 0%, BRCA1 expr up 0%, ELG1 genotoxic -15%, p53 reactivator -3%, Gal4-VP16 FLuc 6%, Rab9 promoter act 1%, RORg inh -2%, NPC1 promoter act -7%, ELG1 repair inh 4% and Tb PFK block -2%.
For C[C@H](CCC(=O)O)[C@H]1CC[C@H]2[C@@H]3[C@H](O)C[C@@H]4C[C@H](O)CC[C@]4(C)[C@H]3C[C@H](O)[C@]12C the results were TRPV1 agonist 1&4, FLuc counter 0%&4%, BRCA1 expr up -7%&-1%&1%, ELG1 genotoxic 1%&1%, p53 reactivator 2%, Gal4-VP16 FLuc -7%&-20%, Rab9 promoter act 3%&0%, RORg inh -14%&7%, NPC1 promoter act -1%&0%, ELG1 repair inh 19%&-17% and Tb PFK block -7%&-2%.
CC1CN(C(=O)CCC(=O)NCc2ccc(Cl)cc2)c2ccccc2O1 (centres undefined) was read as TRPV1 agonist 7, FLuc counter 4%, BRCA1 expr up -5%, ELG1 genotoxic -4%, Gal4-VP16 FLuc 0%, Rab9 promoter act 0%, RORg inh 1%, NPC1 promoter act -6%, ELG1 repair inh 11% and Tb PFK block 0%.
CCOc1ccc(C(C(=O)NCCC(C)C)N(CCO)C(=O)c2snc(C(N)=O)c2N)cc1 (centres undefined) was read as TRPV1 agonist 3, FLuc counter 0%, BRCA1 expr up -9%, ELG1 genotoxic 1%, Gal4-VP16 FLuc 7%, Rab9 promoter act 6%, RORg inh 35%, NPC1 promoter act 1%, ELG1 repair inh -23% and Tb PFK block -7%.
Cc1ccc(NC(=O)Cn2nnc(C(=O)NCc3ccccc3)c2N)cc1C was read as TRPV1 agonist -3, FLuc counter -4%, BRCA1 expr up -1%, ELG1 genotoxic 1%, p53 reactivator 6%, Gal4-VP16 FLuc -1%, Rab9 promoter act -10%, RORg inh 2%, NPC1 promoter act -2%, ELG1 repair inh 1% and Tb PFK block 11%.
`Cc1ccc(S(=O)(=O)c2c(C)nn(C(C)(C)C)c2OC(=O)c2ccco2)cc1` gave TRPV1 agonist inconclusive, FLuc counter -1%, BRCA1 expr up -41%, ELG1 genotoxic -2%, p53 reactivator -43%[inhibitor], Gal4-VP16 FLuc inconclusive, Rab9 promoter act -3%, RORg inh -39%, NPC1 promoter act 0%, ELG1 repair inh inconclusive and Tb PFK block inconclusive.
`Cc1ccc(C(C[N+](=O)[O-])Sc2ccc(N)cc2)cc1` (centres undefined) gave TRPV1 agonist -4, FLuc counter inconclusive, BRCA1 expr up -33%, ELG1 genotoxic -25%, p53 reactivator -13%, Gal4-VP16 FLuc 5.6µM*, Rab9 promoter act -7%, RORg inh 11µM*, NPC1 promoter act -1%, ELG1 repair inh inconclusive and Tb PFK block -17%.
For Nc1cc(C(F)(F)F)ccc1C(=O)O the results were TRPV1 agonist 1, FLuc counter 2%, ELG1 genotoxic 0%, p53 reactivator -8%, Gal4-VP16 FLuc -8%, Rab9 promoter act -3%, RORg inh inconclusive, NPC1 promoter act -2%, ELG1 repair inh 2% and Tb PFK block 0%.
`Cc1ccc(CNC(=O)COC(=O)CCC(=O)c2cccs2)cc1` gave TRPV1 agonist 7, FLuc counter inconclusive, BRCA1 expr up -1%, ELG1 genotoxic 2%, p53 reactivator 0%, Gal4-VP16 FLuc 9%, Rab9 promoter act 1%, RORg inh -8%, NPC1 promoter act 3%, ELG1 repair inh 5% and Tb PFK block -3%.
Screening O=C(c1ccc2ccccc2n1)N(CCO)Cc1ccccc1 returned TRPV1 agonist 5, FLuc counter -6%, BRCA1 expr up -9%, ELG1 genotoxic 5%, p53 reactivator -64%[inhibitor], Gal4-VP16 FLuc 7%, Rab9 promoter act 1%, RORg inh 0%, NPC1 promoter act -4%, ELG1 repair inh 0% and Tb PFK block -10%.

Reprinted at random: 2 compounds from above, in no set order.
`Cc1ccc(C(C[N+](=O)[O-])Sc2ccc(N)cc2)cc1` (centres undefined) gave TRPV1 agonist -4, FLuc counter inconclusive, BRCA1 expr up -33%, ELG1 genotoxic -25%, p53 reactivator -13%, Gal4-VP16 FLuc 5.6µM*, Rab9 promoter act -7%, RORg inh 11µM*, NPC1 promoter act -1%, ELG1 repair inh inconclusive and Tb PFK block -17%.
`Cc1ccc(CNC(=O)COC(=O)CCC(=O)c2cccs2)cc1` gave TRPV1 agonist 7, FLuc counter inconclusive, BRCA1 expr up -1%, ELG1 genotoxic 2%, p53 reactivator 0%, Gal4-VP16 FLuc 9%, Rab9 promoter act 1%, RORg inh -8%, NPC1 promoter act 3%, ELG1 repair inh 5% and Tb PFK block -3%.
